High-throughput results from PubChem.
RSV CPE inhibition: RSV antiviral activity via CPE protection, HEp-2 cells, primary 10 µM value included (AID 2391). CPE inhibition, % at 10 µM; hits with a dose series show IC50 in µM. HEp-2 cells, RSV-induced CPE inhibition; higher % means a stronger effect. 310,000 compounds, 0.13% hits; in the data active = a potency from the dose series; inconclusive = CPE inhibition mostly from about 23% at the one dose, without a potency; inactive = the rest, 99 in 100 with CPE inhibition below about 21%; also: strong numbers were not always called active
SV40 large T antigen: SV40 large T antigen inhibitors, biochemical (AID 1903) | 310,000 compounds, 0.39% hits | inhibition, % at 20 µM, or IC50 in µM where a hit was titrated | SV40 large T antigen ATPase/helicase inhibition assay; higher % means a stronger effect; in the data active = a potency from the dose series; inconclusive = inhibition mostly from about 32% at the one dose, without a potency; inactive = the rest, 99 in 100 with inhibition below about 32%; also: strong numbers were not always called active
West Nile antiviral: West Nile virus antiviral activity, cell-based, CPE readout (AID 1621). West Nile virus-infected cells, CPE inhibition; higher % means a stronger effect. one-dose CPE inhibition, % at 10 µM; IC50 in µM for titrated hits. 290,000 compounds, 0.02% hits; in the data active = a potency from the dose series; inconclusive = CPE inhibition mostly from about 3.7% at the one dose, without a potency; inactive = the rest, 99 in 100 with CPE inhibition below about 2.2%; also: strong numbers were not always called active
Active calls of the source: *; ? = inconclusive; . = not tested or not shown.

| SV40 large T antigen | canonical_smiles | West Nile antiviral | RSV CPE inhibition |
| --- | --- | --- | --- |
| . | Cc1ccccc1NC(=O)CCN1CCCCCC1 | -0.3% | 0.4% |
| . | O=C(NC1(C(F)(F)F)NC(=O)N(Cc2ccccc2)C1=O)c1cccs1 (centres undefined) | 0.0% | 5.0% |
| . | O=C(CCCOc1ccccc1)Nc1ccc(Br)cc1 | 0.8% | 2.2% |
| . | O=C(Nc1ccccc1)N(CCc1ccncc1)C1CCCCC1 | -0.3% | 0.0% |
| . | COc1ccc(N(Cc2cc3ccc(C)cc3[nH]c2=O)S(=O)(=O)c2ccccc2)cc1 | -1.0% | 2.0% |
| . | O=C(c1ccco1)N1CCN(C(=O)c2cc(-c3ccncc3)nc3ccc(Br)cc23)CC1 | 0.3% | 1.6% |
| . | CCC1Oc2ccc(C)cc2N(CC(=O)NCCc2ccc(OC)c(OC)c2)C1=O (centres undefined) | 0.8% | 0.6% |
| . | Cc1ccc2cc(C#N)c(N3CCCN(S(=O)(=O)c4ccccc4)CC3)nc2c1C | -0.4% | 2.2% |
| . | COC(=O)c1cc(S(=O)(=O)NCc2ccccc2Cl)c[nH]1 | -0.6% | 2.7% |
| . | CC1CCCC(C)N1CCNC(=O)CCc1nnc2n(Cc3ccccc3)c(=O)c3ccccc3n12 (centres undefined) | -0.5% | 5.8% |
| . | COc1ccccc1C(=O)Nc1ccc2c(c1)C(=O)NC2=O | 1.1% | 2.0% |
| . | Cc1ccc(C(=O)/C=C/Nc2ccccn2)cc1 | 0.3% | 2.9% |
| . | CCCCCCn1c(CN2CCCCC2)nc2c1c(=O)n(C)c(=O)n2C | 0.7% | -0.4% |
| . | CCC1Oc2ccccc2N(CC(=O)NCCCN2CCOCC2)C1=O (centres undefined) | 0.1% | 1.4% |
| . | Cc1c(C(=O)N2CCCCC2)sc(NC(=O)C23CC4CC(CC(C4)C2)C3)c1C#N | -0.1% | 1.0% |
| . | COc1cc(-c2nc3ccccn3c2/N=C/c2cc(OC)c(OC)c(OC)c2)ccc1O | 2.5% | -2.6% |
| . | Cc1sc2nnn(CC(=O)N3CCN(C(=O)c4ccco4)CC3)c(=O)c2c1C | 0.2% | 1.9% |
| . | O=C(Nc1ccc2c(c1)C(=O)NC2=O)c1cccc(C(F)(F)F)c1 | 0.0% | 0.2% |
| . | Clc1ccc(Cl)c2sc(N3CCOCC3)nc12 | 0.3% | 15% |
| . | Cc1ccc(NC(=O)c2cc(S(=O)(=O)N3CCc4ccccc43)cn2C)cc1 | -0.2% | 1.0% |
| . | O=C(c1ccc(NS(=O)(=O)c2cccc3cccnc23)cc1)N1CCOCC1 | 0.2% | 1.0% |
| . | CCn1c(SCC(=O)Nc2ccc(NC(=O)c3ccco3)cc2)nnc1-c1cccs1 | 1.0% | 1.6% |
| . | Cc1ccc(S(=O)(=O)C(NC(=O)c2ccccc2)=C(Cl)Cl)cc1 | 0.4% | 5.4% |
| 16% | Oc1ccc(-c2cnc3ccccc3n2)cc1 | . | 8.1% |
| 15% | COc1ccc(CN2CCN(C(=O)c3ccccc3F)CC2)c(OC)c1OC | . | -1.9% |
| 3% | COc1cccc(/C=N/n2nnnc2N)c1OCC#N | . | 1.5% |
| 6% | Nc1cccnc1Sc1ccccc1 | . | 4.3% |
| 12% | O=C(NC(=S)Nc1cccc(O)c1)c1cncc(Br)c1 | . | 0.3% |
| 9% | CC1=Nc2nc(N3CCCCCC3)c(C#N)c3c4c(nc(c23)N1)N(c1ccc2ccccc2c1)C(=O)C4 | . | -2.8% |
| -2% | Cc1ccc(C(c2cc(Br)ccc2O)N2CCSCC2)cc1 (centres undefined) | . | -0.3% |
| 21% | O=C(Nc1ccc(F)c([N+](=O)[O-])c1)C1CCCO1 (centres undefined) | . | 2.2% |
| 22% | O=c1cc(C(O)C[N+](=O)[O-])occ1OCc1ccccc1 (centres undefined) | . | 2.9% |
| 12% | CCN(CC)C(=O)COc1ccc(/C=N/NC(=O)c2cc(-c3ccccc3OC)nc3ccccc23)cc1OC | . | 5.2% |
| 11% | COc1ccc(C(=O)N/N=C/c2c(C)nn(-c3ccccc3)c2OC)cc1 | . | 7.4% |
| 17% | COc1ccc(OC)c(/C=N\NC(=O)c2ccc(COc3ccc(C)cc3[N+](=O)[O-])o2)c1 | . | 1.8% |
| 12% | CCOC(=O)c1ccc(NC(=O)c2ccnn2C)cc1 | . | 2.3% |
| 26% | O=C(Nc1ccc(S(=O)(=O)Nc2cnc3ccccc3n2)cc1)c1ccc(F)cc1 | . | 4.3% |
| 12% | CCOC(=O)[C@H]1[C@H]2COc3ccccc3[C@@H]2N2C(=O)c3cc(Cl)ccc3NC(=O)[C@@]12C | . | 1.9% |
| 11% | COc1ccc(C(O)Cc2nccn2C)cc1 (centres undefined) | . | 1.2% |
| 11% | CCN1C(=O)[C@@H]2[C@@H](c3ccc(-c4ccc(C(C)=O)cc4)cc3)N3CCCC[C@@]3(C(=O)OC)[C@@H]2C1=O | . | 12% |
| 2% | O=C1C2C3CC(C(Br)C3Br)C2C(=O)N1c1nccs1 (centres undefined) | . | 0.7% |
| 3% | CCC(CC)CN1C(N(C)C)=NC[C@@H]1CC(C)C | . | 1.5% |
| 1% | C#CCOCCOCCOCCNc1nc(N2CCN(C(=O)Cn3cc(CCCCN)nn3)CC2)nc(N2CCN(C(=O)[C@H]([C@@H](C)CC)n3cc(CCCN=C(N)N)nn3)CC2)n1 | . | 1.7% |
| 7% | O=c1cc(CCl)nc(Cc2c(Cl)cccc2Cl)[nH]1 | . | -1.1% |
| 16% | CC(Sc1ccccc1)C(=O)N/N=C/c1ccccc1 (centres undefined) | . | 1.8% |
| 18% | O=C(O)C(Cc1ccc(O)cc1)N1C(=O)c2c(Cl)c(Cl)c(Cl)c(Cl)c2C1=O (centres undefined) | . | 2.1% |
| 3% | Cc1ccc(C[n+]2ccccc2)cc1 | . | 0.0% |
| 11% | Cc1cc(Br)cc(Br)c1OCC(=O)NNC(=O)Nc1ccccc1 | . | 0.9% |
| 10% | CCCCNc1c(-c2cccc(-c3cc(C(C)=O)cs3)c2)nc2cc(C)ccn12 | . | -1.3% |
| 13% | O=C(c1ccccc1)c1c(-c2ccccc2)[nH]n(-c2ccccc2)c(=O)c1=O | . | -0.2% |
| 23% | CCCCC(=O)Nc1ccc(C2C(=O)c3ccccc3C2=O)cc1 | . | 2.5% |
| 18% | CC(NC(=S)NC(=O)c1ccccc1)c1ccccc1 (centres undefined) | . | ? |
| 9% | CCOC(=O)c1cc(-c2ccccc2)nn1Cc1cc(C)no1 | . | 5.5% |
| 11% | COc1cccc(CN2CCN(S(=O)(=O)c3ccccc3)CC2)c1OC | . | 0.5% |
| 12% | COc1ccc(-c2cc(C(=O)Nc3ccccc3O)c3ccccc3n2)cc1 | . | 12% |
| 8% | CC(=O)Nc1c(-c2ccccc2)nc2ccc(Cl)cn12 | . | 0.6% |
| 8% | COc1ccc(NC(=O)c2nc[nH]c2C(=O)NCc2ccccc2)cc1 | . | 1.3% |
| 10% | O=[N+]([O-])c1cc([N+](=O)[O-])c(Oc2cc(Cl)cc(Cl)c2)cc1NN1CCCCC1 | . | 0.7% |
| 12% | Nc1nc2c(ccc3ccccc32)s1 | . | 5.5% |
| 24% | COC(=O)[C@@H]1CC[C@@](C)(c2ccc(OC)cc2)C1(C)C | . | 1.7% |

Further structures
| SV40 large T antigen | canonical_smiles | West Nile antiviral | RSV CPE inhibition |
| --- | --- | --- | --- |
| 2% | O=S(=O)(c1ccccc1)c1cnc2ccccc2c1 | . | 0.7% |
| 11% | CS(=O)(=O)N(CC(=O)N1CCc2ccccc2C1)c1ccccc1F | . | 3.6% |
| -2% | Cc1c[n+]([O-])ccc1Oc1ccc([N+](=O)[O-])cc1 | . | 0.6% |
| 11% | Cc1cccc(C)c1NC(=O)c1cccc(C(=O)Nc2c(C)cccc2C)n1 | . | 14% |
| 4% | COc1cnn(-c2cccc(C(F)(F)F)c2)c(=O)c1Cl | . | 1.4% |
| 21% | CN(C)CCCN(C(=O)c1nc2ccccc2s1)c1nc2ccc(F)cc2s1 | . | -0.7% |
| 5% | Cc1cccn(Cc2c(Cl)cccc2Cl)c1=O | . | 2.2% |
| 10% | c1ccc(Sc2ccccc2CN2CCCC2)cc1 | . | -0.2% |
| 12% | c1ccc2c(c1)CSc1ccccc1N2 | . | 4.8% |
| 7% | Clc1ccc2c(c1)Nc1ccccc1CC2 | . | 3.4% |
| 4% | CCCCNc1c(-c2ccc(SC(C)CC)c(OC)c2)nc2ccc(C)cn12 (centres undefined) | . | -3.7% |
| 16% | Cc1cccn2c(=O)c3cc(C#N)c(=NC(=O)c4ccccc4)n(Cc4ccco4)c3nc12 | . | 3.5% |
| 13% | COc1ccc(S(=O)(=O)N2CCN(Cc3cccc([N+](=O)[O-])c3)CC2)cc1 | . | 3.6% |
| 5% | CC(C)(C)OC(=O)CC[C@@H](C(=O)NCCCCCCCCCCC(=O)N1CCN(C(=O)OC(C)(C)C)CC1)n1cc(CCCCCNC(=O)OC(C)(C)C)nn1 | . | -0.2% |
| 10% | N#Cc1cc2c(=O)n3ccccc3nc2n(Cc2cccnc2)c1=O | . | 15% |
| 2% | COc1ccc(-c2cn(CCC(=O)O)c(-c3ccncc3)n2)cc1 | . | 2.1% |
| 3% | N[C@@H](Cc1ccccc1)C(=O)N1CCOCC1 | . | -0.1% |
| 15% | CCOCCn1c(=O)c2c(nc3n2CCN3c2ccc(CC)cc2)n(C)c1=O | . | 8.0% |
| 5% | O=CN1c2ccccc2CSc2ccccc21 | . | 1.3% |
| 5% | C=CC(=O)N(CCC)C(c1ccccc1)c1ccccc1OC (centres undefined) | . | 3.2% |
| 6% | C#CCOCCOCCOCCNc1nc(N2CCN(C(=O)CCCCCCCCCCNC(=O)[C@H](CCCCN)n3cc(CCCC(=O)O)nn3)CC2)nc(N2CCN(C(=O)CCCCCCCCCCNC(=O)[C@@H]([C@H](C)O)n3cc(C)nn3)CC2)n1 | . | 2.8% |
| 3% | CC(C)C(NC(=O)CN(c1ccc2c(c1)OCCO2)S(=O)(=O)c1ccccc1)C(C)C | . | 1.6% |
| 2% | O=c1c2ccccc2nc(/C=C/c2ccc(Br)cc2)n1CCO | . | 18% |
| 12% | N#Cc1c(C(F)(F)F)cc(Cc2ccccc2)nc1SCC(=O)NCC(=O)O | . | 1.9% |
| 17% | COc1ccc(C2C(C(=O)c3sc(C)nc3C)=C(O)C(=O)N2CCCn2ccnc2)cc1 (centres undefined) | . | -1.2% |
| 5% | CCC(C)Sc1cccc(-c2nc3ccc(C)cn3c2NC2CCCCC2)c1 (centres undefined) | . | 1.0% |
| 6% | OCC[C@H]1C[C@@H](O)[C@H](O)[C@@]2(Cc3ccccc3O2)O1 | . | -1.4% |
| 3% | CCCNC(=O)c1ccc(N2CCC3(CC2)CC(c2cccc(Br)c2)=NO3)c(NC(=O)c2cccc(C)c2)c1 | . | 0.7% |
| 19% | CCc1cccc2c1Sc1ccccc1CC2N1CCNCC1 (centres undefined) | . | 44% |
| 19% | Cc1csc(NC(=O)c2ccc(C)s2)n1 | . | 1.7% |

Quoted from the entries so far (3 entries):
| SV40 large T antigen | canonical_smiles | West Nile antiviral | RSV CPE inhibition |
| --- | --- | --- | --- |
| 2% | COc1ccc(-c2cn(CCC(=O)O)c(-c3ccncc3)n2)cc1 | . | 2.1% |
| 3% | N[C@@H](Cc1ccccc1)C(=O)N1CCOCC1 | . | -0.1% |
| 15% | CCOCCn1c(=O)c2c(nc3n2CCN3c2ccc(CC)cc2)n(C)c1=O | . | 8.0% |

Continued:
| SV40 large T antigen | canonical_smiles | West Nile antiviral | RSV CPE inhibition |
| --- | --- | --- | --- |
| 2% | COc1cc(/C=C/c2onc(C)c2[N+](=O)[O-])cc(OC)c1OC | . | -0.5% |
| 13% | Cc1ccc(OCC(=O)Nc2ccccc2F)cc1 | . | 0.7% |
| 7% | Cc1cccc(CCN2C(N(C)C)=NC[C@@H]2C)c1 | . | -0.7% |
| 6% | Clc1ccc2scc(CN3CCCC3)c2c1 | . | -0.3% |
| 15% | CCOC(=O)[C@H]1[C@H]2COc3cc(OC)ccc3[C@@H]2N2C(=O)c3ccc(C)cc3NC(=O)[C@@]12C | . | -1.2% |
| 1% | Cc1ccccc1-c1nc2c(s1)CCc1onc(-c3cccc([N+](=O)[O-])c3)c1-2 | . | 4.1% |
| 14% | Cc1cccc(NC(=O)c2cc3ccccc3c(=O)o2)n1 | . | -0.7% |
| >100µM* | O=C(OCCc1ccccc1)c1cc(O)c(O)c(O)c1 | . | 5.4% |
| 11% | c1ccc(C[n+]2ccc3ccccc3c2)cc1 | . | 2.1% |
| 10% | CC[C@H](C)[C@@H](C(=O)NCCCCCCCCCCC(=O)N1CCNCC1)n1cc(CCCCCN)nn1 | . | -2.5% |
| 10% | Cc1cc(C)cc(NC(=S)NC(=O)Cc2ccccc2)c1 | . | 2.6% |
| 2% | CC(C)CCN1CCN=C1N(C)C | . | -0.8% |
| 10% | CCOC(=O)[C@H]1[C@H]2COc3cc(OC)ccc3[C@@H]2N2C(=O)c3cc(OC)c(OC)cc3NC(=O)[C@@]12C | . | -3.3% |

Copied from the list:
Entry of O=C(OCCc1ccccc1)c1cc(O)c(O)c(O)c1 under SV40 large T antigen: >100µM*
Entry of COc1cc(/C=C/c2onc(C)c2[N+](=O)[O-])cc(OC)c1OC under SV40 large T antigen: 2%

Just West Nile antiviral and SV40 large T antigen, for 2 of the compounds above:
| canonical_smiles | West Nile antiviral | SV40 large T antigen |
| --- | --- | --- |
| Cc1cc(C)cc(NC(=S)NC(=O)Cc2ccccc2)c1 | . | 10% |
| O=C(OCCc1ccccc1)c1cc(O)c(O)c(O)c1 | . | >100µM* |

A portion of the library. The share of hits here may be higher or lower than overall.
